# Compound activity: PubChem, several laboratories
# Diaph inh CS = counter-screen for diaphorase-based assays: diaphorase inhibitors and chemical oxidizers; diaphorase resazurin-to-resorufin fluorescence, NADH, 16 min; bacterial (C. kluyveri) enzyme, not human; inhibition, % at 20 µM; actives 0.69% (n = 190,000); AID 1217;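 active means primary screen inhibition at 20 µM above a set limit, cut at about 50% in these data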;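 further: plate controls were DMSO with full reaction for no effect and wells lacking NADH for full effect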
#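 Test system: Clostridium kluyveri diaphorase enzyme / Quantity: diaphorase at 0.14 U/mL in enzyme working solution / Incubation: 16-min room-temperature incubation before reading / Benchmarks: NADH-free wells as positive control, DMSO-only neutral wells / Signal: resorufin fluorescence 544/590 nm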
# TR-FRET SRC-2 ct = TR-FRET artefact, counter-screen to PPARgamma/SRC-2 agonist assay | actives 0.4% (n = 200,000) | TR-FRET ratio at 8 µM | AID 1049 | hits give high values; in the data active means TR-FRET ratio above about 2000; further: inactives centre near 1500
# G6PDH counter = L. mesenteroides G6PDH inhibition counter-screen; actives 0.12% (n = 200,000); Purified L. mesenteroides G6PDH, diaphorase/resazurin coupled fluorescence, 45 min; inhibition, % at 5 µM; in the data active means inhibition above about 50%
# PMI act = activators of human phosphomannose isomerase. activation factor at 20 µM. P34949. actives 0.005% (n = 190,000). purified human PMI, coupled resazurin fluorescence, 20 min; hits give high values; 1 = vehicle control, 0 substrate-free wells;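 active means activation factor of 2 or more at 20 µM, relative to plate controls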
# PPARg SRC2 recr = promotes SRC-2 coactivator recruitment by human PPARgamma | PPARgamma LBD-SRC-2 recruitment, biochemical | P37231 | activation, % at 8 µM | actives 0.34% (n = 200,000); in the data active means activation above about 22%;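 further: 0% = vehicle and 100% = reference agonist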
# Target sequence (P37231 whole entry, looked up, the tested form may be a part): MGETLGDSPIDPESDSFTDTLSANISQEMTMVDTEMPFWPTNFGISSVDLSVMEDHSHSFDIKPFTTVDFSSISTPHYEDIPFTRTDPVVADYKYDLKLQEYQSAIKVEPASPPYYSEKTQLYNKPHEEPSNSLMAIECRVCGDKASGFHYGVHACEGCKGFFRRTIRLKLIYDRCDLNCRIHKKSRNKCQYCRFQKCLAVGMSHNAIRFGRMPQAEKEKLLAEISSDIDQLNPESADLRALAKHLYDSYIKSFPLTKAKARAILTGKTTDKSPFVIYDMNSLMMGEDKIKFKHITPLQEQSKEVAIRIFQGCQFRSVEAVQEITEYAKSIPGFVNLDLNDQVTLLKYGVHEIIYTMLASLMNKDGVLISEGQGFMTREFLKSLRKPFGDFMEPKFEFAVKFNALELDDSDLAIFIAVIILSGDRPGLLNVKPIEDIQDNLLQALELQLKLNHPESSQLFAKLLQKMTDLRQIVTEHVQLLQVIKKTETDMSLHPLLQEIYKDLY
# S1P3 antagonist = blocks the human S1P3 receptor | Q99500 | CHO S1P3 NFAT-BLA reporter, FRET fluorescence, antagonist mode | inhibition, % at 4.98 µM | actives 0.27% (n = 170,000) | AID 485;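 active means inhibition above the plate cutoff, the mean inhibition of test wells on that plate plus 3 SD, cut at about 28% in these data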;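 further: cells challenged with S1P at its EC80 of 0.8 µM; blue over green emission ratio from cleaved BLA substrate after 4 h stimulation; 0% = S1P-stimulated wells and 100% = unstimulated DMSO-only wells; some compounds past the cut are filed as inactive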
# ROMK mod = modulators of human ROMK potassium channel; B-score at 10 µM; Tet-inducible ROMK, thallium flux fluorescence; actives lie on both sides; AID 1918; P48048; actives 2% (n = 130,000);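 active means signal ratio slope over the read window, or its plate-corrected B-score, at least 3 SD from the plate mean, either direction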;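 further: B-score of the F/F0 ratio slope over 7 to 12 s after thallium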
# Target sequence (P48048 whole entry, looked up): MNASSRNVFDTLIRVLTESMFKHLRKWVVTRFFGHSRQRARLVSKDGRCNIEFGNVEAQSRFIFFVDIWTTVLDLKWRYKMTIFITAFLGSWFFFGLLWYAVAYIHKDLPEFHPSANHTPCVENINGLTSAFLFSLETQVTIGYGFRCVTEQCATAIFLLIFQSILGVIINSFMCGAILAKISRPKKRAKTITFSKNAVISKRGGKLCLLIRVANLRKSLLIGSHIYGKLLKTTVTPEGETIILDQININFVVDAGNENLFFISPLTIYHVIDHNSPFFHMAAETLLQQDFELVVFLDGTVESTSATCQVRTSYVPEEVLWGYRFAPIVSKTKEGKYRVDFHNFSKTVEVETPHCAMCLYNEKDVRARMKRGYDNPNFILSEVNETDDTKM
# PMI act hi M6P = activators of human phosphomannose isomerase at near-saturating mannose 6-phosphate; activation factor at 20 µM; P34949; coupled PMI enzyme assay, resazurin fluorescence, 20 min; hits give high values; 1 = untreated enzyme, 0 = substrate-free blank; actives 0.34% (n = 190,000); AID 1216;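 active means activation factor of 2 or more at 20 µM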
#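 Technique: Diaphorase-driven resazurin-to-resorufin fluorescence, excitation 544, emission 590 nm | Assay system: Human PMI in coupled enzyme assay | Times: Enzyme reaction with compound 20 min at room temperature | Medium: HEPES-buffered pH 7.4 with magnesium and detergent | Reagent: Mannose-6-phosphate 1.0 mM (near-saturating) plus 0.22 mM NADP+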
# PPARg SRC1 recr = promotes SRC-1 coactivator recruitment by human PPARgamma. actives 0.41% (n = 200,000). PPARgamma-SRC-1 coactivator recruitment biochemical assay. activation, % at 8 µM. P37231; in the data active means activation above about 19%;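 further: 0% = DMSO and 100% = reference agonist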
# Diaph act CS = activates diaphorase or chemically reduces, flagging diaphorase assay artifacts; actives 0.005% (n = 190,000); activation factor at 20 µM; Diaphorase/resazurin coupled assay, resorufin fluorescence, 16 min; hits give high values; 1 = vehicle wells, 0 = NADH-free wells;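 active means diaphorase activity raised at least twofold by the compound at 20 µM; inactive means activation factor below 2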
#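 System – purified diaphorase enzyme from Clostridium kluyveri · Input – enzyme 0.07 U/mL final · Also added – final NADH 0.114 mM, resazurin 0.1 mM · Measured by – fluorescence of resorufin, 544 nm excitation, 590 nm emission · Timing – 16 min enzyme reaction, ambient temperature · Measure – resorufin increase flagging diaphorase activators or reducers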
# PPARg SRC-3 ag = promotes SRC-3 coactivator recruitment by human PPARgamma; biochemical PPARgamma/SRC-3 coactivator recruitment assay; activation, % at 8 µM; actives 0.26% (n = 200,000); in the data active means activation above about 23%;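 further: 0% = DMSO and 100% = reference agonist; some compounds past the cut are filed as inactive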
# * marks the source's active call; other numbers are inactive results; / = no result given. No enrichment for hits. About 3.3% of those tested had a hit in this group.
1: CC(=O)c1cccc(NC(=O)CN(c2ccccc2F)S(C)(=O)=O)c1
2: Cn1ccnc1SCC(=O)Nc1ccc(Cl)cn1
3: O=C(Nc1nc2ccccc2n1CCOc1ccc(Cl)cc1)c1ccco1
4: COc1cc2c(cc1NC(C)=O)CCCC2
5: Cc1cccc(C2=N/C(=C\c3cccs3)C(=O)O2)c1
6: CCCC1C(c2ccccc2)C(C#N)(C#N)C2(C#N)CC1(N)NC2=O (centres undefined)
7: COc1cc(C(=O)Nc2nc(N)n(-c3ccccc3)n2)cc(OC)c1OC
8: O=C(CCc1nc2ccccc2s1)OCC(=O)c1ccc[nH]1
9: Clc1ccc(NCc2nncn2-c2ccccc2)cc1
10: CCOCCCNC(=O)c1ccc(OC(C)=O)cc1

entry no.,1,2,3,4,5,6,7,8,9,10
Diaph inh CS,-7,7,15,10,20,22,13,11,-1,9
TR-FRET SRC-2 ct,1407,1564,1439,1407,1556,1546,1712,1620,1462,1671
G6PDH counter,3,16,-1,10,-2,1,4,0,6,12
PMI act,1.1,0.9,1,1.1,0.9,0.9,0.9,1,1,1
PPARg SRC2 recr,-10,1,-4,4,0,6,-7,-6,-3,5
S1P3 antagonist,/,-7,-28,/,2,-4,-10,-12,-5,-4
ROMK mod,-1.3,0.3,/,-0.15,/,/,/,1.3,0.93,/
PMI act hi M6P,1.1,0.9,0.9,1,0.9,0.9,0.9,1,1,1
PPARg SRC1 recr,-1,1,-4,3,0,8,2,0,2,7
Diaph act CS,1.1,0.9,0.9,0.9,0.8,0.8,0.9,0.9,1,0.9
PPARg SRC-3 ag,-6,3,2,16,8,0,2,1,4,7

11: CCOc1ccc(-c2nnn(CC(=O)c3ccc4c(c3)OCCO4)n2)cc1
12: O=C(Nc1ccc2oc(-c3cccnc3)nc2c1)c1ccc([N+](=O)[O-])o1
13: COc1cc(C(=O)Nc2ccccn2)cc(OC)c1OC
14: COc1ccc(CNC(=O)CSc2nnc3c(Cl)cc(C(F)(F)F)cn23)cc1OC
15: COc1ccc(N2CCN(c3oc(COc4ccccc4Cl)nc3C#N)CC2)cc1
16: CCOC(=O)Cc1csc(NC(=O)CCc2ccc(S(=O)(=O)N3CCOCC3)cc2)n1
17: O=C(CN1CCOCC1)Nc1ccc(-c2nc3ccccc3[nH]2)cc1
18: COC(=O)c1ccc(NC(=O)CN(c2ccc(OC)cc2)S(C)(=O)=O)cc1
19: COCCOC(=O)C1=C(C)N=C2SCCC(=O)N2C1c1cccs1 (centres undefined)
20: Cc1ccc(/C=N\NC(=O)c2ccc(Cn3cc(Br)c([N+](=O)[O-])n3)o2)o1

entry no.,11,12,13,14,15,16,17,18,19,20
Diaph inh CS,16,5,6,15,35,16,3,7,0,8
TR-FRET SRC-2 ct,1746,1497,1601,1672,1609,1387,1663,1444,1658,1556
G6PDH counter,6,24,9,-16,-40,6,1,4,3,8
PMI act,0.9,0.9,1,0.8,0.8,1.1,1,1,1,0.9
PPARg SRC2 recr,6,0,8,-3,-2,-7,2,4,6,-5
S1P3 antagonist,-21,4,/,3,/,-7,2,22,-17,3
ROMK mod,/,-0.2,0.59,/,/,/,/,/,0.055,0.76
PMI act hi M6P,0.9,0.8,1.1,0.9,0.8,1,0.9,1,1.1,1
PPARg SRC1 recr,-3,0,2,-3,1,1,10,-8,7,6
Diaph act CS,0.8,0.9,0.9,0.8,0.7,0.8,1,0.9,1,0.9
PPARg SRC-3 ag,6,1,7,3,0,5,2,-2,6,3

# Entries of single compounds as entered above:
# O=C(Nc1nc2ccccc2n1CCOc1ccc(Cl)cc1)c1ccco1 is listed with Diaph inh CS: 15; TR-FRET SRC-2 ct: 1439; G6PDH counter: -1; PMI act: 1; PPARg SRC2 recr: -4; S1P3 antagonist: -28; ROMK mod: /; PMI act hi M6P: 0.9; PPARg SRC1 recr: -4; Diaph act CS: 0.9; PPARg SRC-3 ag: 2
# COC(=O)c1ccc(NC(=O)CN(c2ccc(OC)cc2)S(C)(=O)=O)cc1 is listed with Diaph inh CS: 7; TR-FRET SRC-2 ct: 1444; G6PDH counter: 4; PMI act: 1; PPARg SRC2 recr: 4; S1P3 antagonist: 22; ROMK mod: /; PMI act hi M6P: 1; PPARg SRC1 recr: -8; Diaph act CS: 0.9; PPARg SRC-3 ag: -2

# Next part.
21: Cc1ccc(S(=O)(=O)N/N=C/c2cccc([N+](=O)[O-])c2)cc1
22: O=C(Nc1ccc2c(c1)OCCO2)N1CCOCC1
23: CCOC(=O)CSC1=NC(=O)/C(=C\c2ccc(Cl)cc2)S1
24: O=C(NCc1ccccn1)C(C(=O)c1ccc(F)cc1)n1ccccc1=O (centres undefined)
25: CCOCCCNC(=O)C(c1ccc(OC)cc1)N(Cc1ccc2c(c1)OCO2)C(=O)c1cnccn1 (centres undefined)
26: C=CCc1cccc2cc(C(=O)Nc3ccccc3C(=O)O)c(=O)oc12
27: COc1ccccc1-c1coc2cc(OC(=O)/C=C/c3ccccc3)ccc2c1=O
28: Cc1cc(Cl)ccc1OCC(=O)NCCC(=O)O
29: COc1ccc(CCNC(=O)CNS(=O)(=O)c2cccs2)cc1OC
30: Cc1ccc2nc(NC(=O)c3ccc(N4C(=O)CCC4=O)cc3)sc2c1

entry no.,21,22,23,24,25,26,27,28,29,30
Diaph inh CS,9,-4,10,15,13,93*,8,17,8,-3
TR-FRET SRC-2 ct,1530,1476,1565,1508,1491,1537,1501,1646,1380,1618
G6PDH counter,-6,1,21,-15,13,4,-26,-1,-2,2
PMI act,1.3,0.9,0.8,0.9,0.9,0.9,1,1,1,1.7
PPARg SRC2 recr,3,-3,-3,3,11,-7,5,-1,4,1
S1P3 antagonist,9,-2,/,8,2,14,4,18,/,-3
ROMK mod,/,0.79,/,/,0.092,-1.3,/,-0.0012,1,-0.41
PMI act hi M6P,1,0.9,0.9,0.9,0.8,1.1,0.4,1,1,1.8
PPARg SRC1 recr,-6,-7,8,-1,7,5,-5,3,-5,-3
Diaph act CS,0.9,1,0.9,0.9,0.9,0.1,0.9,0.8,0.9,1
PPARg SRC-3 ag,-2,-5,2,-2,5,-2,2,-3,-5,2

# Results in PMI act hi M6P, for some of the entries so far:
nr	molecule	PMI act hi M6P
22	O=C(Nc1ccc2c(c1)OCCO2)N1CCOCC1	0.9
23	CCOC(=O)CSC1=NC(=O)/C(=C\c2ccc(Cl)cc2)S1	0.9
24	O=C(NCc1ccccn1)C(C(=O)c1ccc(F)cc1)n1ccccc1=O (centres undefined)	0.9

# Next part.
31: Cc1ccc(N2C(=O)[C@@H]3C(C(=O)CCN4C(=O)c5ccccc5C4=O)=NN[C@@H]3C2=O)cc1
32: Fc1ccccc1Cn1nnc2c(-n3ccnc3)ncnc21
33: COc1cc2nc(SCc3ccc(C(F)(F)F)cc3)n(Cc3cccs3)c(=N)c2cc1OC
34: CCCCCn1c(=O)[nH]c2cc(C(=O)NCCc3ccc(OC)c(OC)c3)ccc2c1=O
35: CC1(C)N=C(c2ccc(Cl)cc2Cl)C(=O)N1
36: Cc1csc(NC(=O)CSc2nncc(=O)n2N)n1
37: COC(=O)c1sc(N)c(C(=O)OC)c1COC(=O)CCNS(=O)(=O)c1ccc(C)cc1
38: CN(C)CCOc1ncnc2c1oc1ccccc12
39: Cc1ccc(NC(=O)CN2C(=O)N/C(=C/c3cccn3-c3ccc(C(=O)O)cc3)C2=O)cc1
40: Cc1nc2c(oc3ccccc32)c(=O)o1

entry no.,31,32,33,34,35,36,37,38,39,40
Diaph inh CS,-11,-5,19,6,14,-1,2,7,43,4
TR-FRET SRC-2 ct,1652,1284,1430,1614,1540,1658,1581,1603,1565,1474
G6PDH counter,8,4,-11,4,5,2,1,3,-9,11
PMI act,0.9,1.1,0.9,0.9,0.9,1,1,1,1.1,1
PPARg SRC2 recr,14,2,4,3,7,11,14,6,1,6
S1P3 antagonist,2,25,/,/,11,-16,-10,/,-6,-12
ROMK mod,/,/,/,-0.54,0.02,-0.0075,-0.56,/,-0.0095,0.72
PMI act hi M6P,1,1,0.9,1,0.9,1,1,1,0.9,1.1
PPARg SRC1 recr,7,-6,-3,-1,3,8,4,2,-4,3
Diaph act CS,1.1,1,0.8,0.9,0.9,1,1,0.9,0.6,1
PPARg SRC-3 ag,2,-6,-10,10,8,5,-1,15,3,-6

41: COc1ccc2cc(CCl)c(Cl)nc2c1
42: CC(=O)NC(c1ccco1)c1ccc2cccnc2c1O (centres undefined)
43: O=C(N/N=C/c1ccccc1[N+](=O)[O-])C(=O)N1CCCC1
44: CC1=NN(C(=O)c2ccc(Br)cc2)C(O)(C(F)(F)OC(F)(F)F)C1 (centres undefined)
45: COc1ccc(-c2nc(C#N)c(N3CCN(c4cccc(Cl)c4)CC3)o2)cc1OC
46: Cc1ccc(C(=O)O/N=C/C2=C(Cl)c3ccccc3CC2)cc1
47: CC(C)(CNC(=S)NCCc1ccccc1)CNC(=S)NCCc1ccccc1
48: Cc1ccnc(SCC(=O)Nc2sc3c(c2C#N)CCCC3)n1
49: O=c1oc2ccccc2c(Cl)c1CN1CCCCC1
50: CCCCOc1ccc(/C(O)=C2/C(=O)C(=O)N(CCCOC)C2c2ccncc2)cc1C (centres undefined)
51: CCOC(=O)CSc1nc(C)c2cc(OC)ccc2n1

entry no.,41,42,43,44,45,46,47,48,49,50,51
Diaph inh CS,8,53*,6,8,11,16,22,11,4,12,13
TR-FRET SRC-2 ct,1703,1479,1567,1560,/,1573,1456,1431,1620,1842,1599
G6PDH counter,1,42,3,3,-1,-1,-12,1,5,-2,11
PMI act,1.2,0.8,1,1,0.9,1,0.9,0.9,1,1,0.9
PPARg SRC2 recr,11,1,2,5,/,-3,-14,0,11,8,2
S1P3 antagonist,1,14,4,/,-21,/,-4,33,-11,-1,-23
ROMK mod,-0.4,0.77,-0.39,-0.052,/,/,-2.7,-1.9,-0.51,/,/
PMI act hi M6P,0.9,0.7,1,1,1,1,0.9,0.9,1,1,0.9
PPARg SRC1 recr,7,4,-4,1,/,0,-4,-5,5,5,-2
Diaph act CS,0.9,0.5,0.9,0.9,0.9,0.8,0.8,0.9,1,0.9,0.9
PPARg SRC-3 ag,2,-3,1,3,/,1,3,5,10,11,-4

# At a glance, two of the compounds above.
47: CC(C)(CNC(=S)NCCc1ccccc1)CNC(=S)NCCc1ccccc1
48: Cc1ccnc(SCC(=O)Nc2sc3c(c2C#N)CCCC3)n1

entry no.,47,48
Diaph inh CS,22,11
TR-FRET SRC-2 ct,1456,1431
G6PDH counter,-12,1
PMI act,0.9,0.9
PPARg SRC2 recr,-14,0
S1P3 antagonist,-4,33
ROMK mod,-2.7,-1.9
PMI act hi M6P,0.9,0.9
PPARg SRC1 recr,-4,-5
Diaph act CS,0.8,0.9
PPARg SRC-3 ag,3,5
